Source: PubChem (several laboratories)
UGM FP inh – Mtb UDP-galactopyranose mutase inhibition; 320,000 tested, 0.06% active; inhibition, % at 10 µM; purified UGM, fluorescence polarization probe displacement; P9WIQ1; in the data active means inhibition above about 10%, passing the limit was not always enough; inconclusive means no clear call, values can overlap the other calls
BioA inh – inhibitors of Mycobacterium tuberculosis BioA enzyme. AID 602481. purified M. tuberculosis BioA enzyme, plate reader. 360,000 tested, 0.096% active. inhibition, % at 9.99 µM; in the data active means inhibition above about 40%; inconclusive means no clear call, values can overlap the other calls
PrPC TRFRET – reduces human prion protein on the cell surface. P04156. cell surface PrPC, TR-FRET read-out. inhibition, % at 13.8 µM. 370,000 tested, 0.43% active. AID 720596; in the data active means inhibition above about 24%; further: 0% = median of the test wells and 100% = reference compound wells
MazF activator – MazEF (E. coli) toxin RNase activation | FAM/BHQ RNA-DNA oligo cleavage fluorescence, 5 h | activation, % at 20 µM | 350,000 tested, 0.32% active | AID 504720; in the data active means activation above about 50%
Target sequence (P0AE70 whole entry, looked up): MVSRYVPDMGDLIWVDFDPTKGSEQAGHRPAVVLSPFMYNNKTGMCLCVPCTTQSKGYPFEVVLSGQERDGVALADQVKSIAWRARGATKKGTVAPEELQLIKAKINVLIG
BoNT-F LC inh – inhibitors of Botulinum neurotoxin F light chain protease | 360,000 tested, 0.22% active | AID 588497 | inhibition, % at 10 µM | Multiplex microsphere protease cleavage assay, flow cytometry; in the data active means inhibition above about 35%, passing the limit was not always enough; inconclusive means no clear call, values can overlap the other calls; further: plate controls were buffer without enzyme for full effect and enzyme alone for no effect
Rv3671c protease – Rv3671c (M. tuberculosis) protease inhibition; 320,000 tested, 0.048% active; P9WHR9; inhibition, % at 5.96 µM; in the data active means inhibition above about 38%;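 further: extracellular domain of Rv3671c used as enzyme; 0% = enzyme with DMSO and 100% = no enzyme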
Target sequence (P9WHR9 whole entry, looked up, the tested form may be a part): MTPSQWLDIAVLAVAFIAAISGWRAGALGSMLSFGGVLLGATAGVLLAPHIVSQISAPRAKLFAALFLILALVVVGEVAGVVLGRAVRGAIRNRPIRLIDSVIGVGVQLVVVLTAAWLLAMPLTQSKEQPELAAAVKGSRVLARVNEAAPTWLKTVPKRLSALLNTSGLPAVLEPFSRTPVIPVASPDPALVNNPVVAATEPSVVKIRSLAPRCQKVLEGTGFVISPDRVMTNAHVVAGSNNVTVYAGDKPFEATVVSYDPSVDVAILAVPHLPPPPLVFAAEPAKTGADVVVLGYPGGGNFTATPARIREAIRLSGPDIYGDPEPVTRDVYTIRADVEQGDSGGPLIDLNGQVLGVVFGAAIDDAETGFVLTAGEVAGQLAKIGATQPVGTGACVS
FadD28 FP inh – M. tuberculosis FadD28 bisubstrate binding inhibition; FadD28 bisubstrate probe binding, fluorescence polarization; inhibition, % at 12.5 µM; 360,000 tested, 0.22% active; in the data active means inhibition above about 8.5%, passing the limit was not always enough; inconclusive means no clear call, values can overlap the other calls
GDH-TPI counter – inhibits GDH-TPI coupling enzymes, artifact for Mtb FBA screen | 360,000 tested, 1.2% active | inhibition, % at 4.8 µM | GDH-TPI coupled enzyme counterscreen, NADH absorbance; in the data active means inhibition above about 30%;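 further: 0% = DMSO wells and 100% = wells lacking the enzyme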
FBA Mtb inh – Mtb fructose-bisphosphate aldolase inhibition; P9WQA3; purified M. tuberculosis FBA, fluorescence read-out; inhibition, % at 1 µM; 360,000 tested, 2.3% active; in the data active means inhibition above about 27%;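 further: 0% = vehicle and 100% = reference inhibitor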
Target sequence (P9WQA3 whole entry, looked up): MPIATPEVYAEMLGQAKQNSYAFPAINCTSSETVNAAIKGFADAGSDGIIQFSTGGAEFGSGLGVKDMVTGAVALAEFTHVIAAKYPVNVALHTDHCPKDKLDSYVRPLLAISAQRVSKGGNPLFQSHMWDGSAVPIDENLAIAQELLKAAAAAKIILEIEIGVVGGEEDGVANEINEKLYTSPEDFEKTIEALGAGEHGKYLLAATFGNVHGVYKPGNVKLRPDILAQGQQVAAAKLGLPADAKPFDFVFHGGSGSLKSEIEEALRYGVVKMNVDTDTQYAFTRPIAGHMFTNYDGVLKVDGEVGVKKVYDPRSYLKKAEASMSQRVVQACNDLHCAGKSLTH
* marks the source's active call; other numbers are inactive results; u = inconclusive; x = not tested or not shown.

The opening 2 compounds, to show the layout:
SMILES | UGM FP inh | BioA inh | PrPC TRFRET | MazF activator | BoNT-F LC inh | Rv3671c protease | FadD28 FP inh | GDH-TPI counter | FBA Mtb inh
COC(=O)c1sc(S(=O)(=O)Nc2ccc(Br)cc2)c(C(=O)OC)c1C | -1.5 | 0.5 | 3.5 | -5.9 | -10.5 | -11.7 | -2.8 | 6.1 | -3.1
Nc1ccc(C(=O)Nc2ccc(NC(=O)c3ccco3)c(O)c2)cc1 | -2.6 | -5.5 | 13.0 | 8.3 | 5.2 | -2.7 | 0.4 | 27.0 | 0.2

All compounds of this part, from the start:
SMILES | UGM FP inh | BioA inh | PrPC TRFRET | MazF activator | BoNT-F LC inh | Rv3671c protease | FadD28 FP inh | GDH-TPI counter | FBA Mtb inh
COC(=O)c1sc(S(=O)(=O)Nc2ccc(Br)cc2)c(C(=O)OC)c1C | -1.5 | 0.5 | 3.5 | -5.9 | -10.5 | -11.7 | -2.8 | 6.1 | -3.1
Nc1ccc(C(=O)Nc2ccc(NC(=O)c3ccco3)c(O)c2)cc1 | -2.6 | -5.5 | 13.0 | 8.3 | 5.2 | -2.7 | 0.4 | 27.0 | 0.2
C/C(=N\OCC(=O)OCC(=O)Nc1cc(S(C)(=O)=O)ccc1Cl)c1ccc2c(c1)OCO2 | 0.1 | -5.7 | 1.0 | 1.0 | 1.7 | -4.3 | 0.4 | 9.6 | 6.6
CS(=O)(=O)N1CCC(Oc2ccccc2C(=O)N2CCCCC2CO)CC1 (stereo not given) | 3.4 | -0.8 | -0.9 | 2.8 | 2.2 | 4.8 | -1.8 | -3.1 | 1.0
COc1cccc(CNC(=O)C(=O)NCCC2CCCCN2S(=O)(=O)c2ccccc2)c1 (stereo not given) | -0.1 | -0.1 | -3.5 | 2.2 | -3.1 | 1.8 | -4.9 | 4.5 | -0.5
CN(C(=O)c1cccc(COc2ccc(Cl)cc2Cl)c1)c1ccccc1 | -1.0 | -0.2 | 0.1 | 1.0 | -6.4 | -19.0 | -1.6 | 1.5 | 2.0
CC1CN(C(=O)c2ccc(S(=O)(=O)Nc3ccccc3Cl)cc2)CC(C)O1 (stereo not given) | -2.4 | 0.4 | 4.7 | -4.7 | 9.2 | 7.9 | -0.5 | -1.0 | 4.5
COc1ccc(CC(=O)Nc2cccc(-c3nnc(-c4ccccc4)o3)c2)cc1OC | x | -9.4 | 9.1 | 8.2 | -0.4 | x | 0.9 | 2.5 | 3.3
COc1ccc(C(Nc2ccccn2)c2c(NC(=O)c3ccco3)sc(C)c2C)cc1 (stereo not given) | -3.1 | x | -1.4 | 1.0 | -3.6 | -13.9 | -3.4 | -0.8 | 1.7
CCc1ccc(OCC(=O)O/N=C(\N)c2ccccn2)cc1 | x | 1.5 | 1.3 | -5.1 | 25.6 | x | -3.0 | -6.9 | 0.5
O=C(C/C=N\OCc1ccc([N+](=O)[O-])cc1)Nc1ccccc1 | -2.8 | 1.0 | 5.7 | 4.7 | -3.1 | 10.2 | -0.3 | -0.6 | -0.1
Cc1cc2nc(-c3cccnc3SCC(=O)NC(C)C)[nH]c2cc1C | -0.7 | -0.8 | -0.6 | 3.3 | -5.9 | -0.1 | -5.7 | 2.8 | 19.0
O=[N+]([O-])c1cnn(-c2nc(-c3ccccc3)cc(C(F)(F)F)n2)c1 | 0.0 | -2.9 | 1.1 | -4.7 | 6.1 | 9.7 | 1.9 | 12.9 | 1.4
Cc1ccc(Nc2c(-c3ccccc3O)nc3cnccn23)cc1 | 0.9 | x | 6.1 | 11.3 | -7.9 | 12.6 | -2.1 | 9.6 | 2.5
C=CCn1c(=O)c(C(=O)NCCc2ccccc2)c(O)c2ccccc21 | 1.4 | -1.2 | -0.2 | -10.1 | 23.4 | -20.8 | -1.7 | 7.5 | 3.5
COc1cc(C=Cc2nnc3c4ccccc4cnn23)cc(OC)c1OC | x | 0.3 | -1.1 | 10.4 | -2.0 | x | -0.7 | 54.7* | -0.5
CC(C)(C)c1csc(NC(=O)Cc2cccs2)n1 | 2.7 | x | 4.1 | 4.9 | -0.9 | -3.0 | -6.9 | -3.0 | -2.4
COc1cc([N+](=O)[O-])cc(/C=N/NC(=O)CSc2ccccn2)c1O | 5.8 | x | -6.2 | -2.8 | -1.8 | 12.6 | -1.0 | 12.7 | -9.6
N#CC1(NC(=O)Cn2cc(C(F)(F)F)ccc2=O)CCCC1 | 1.6 | -6.7 | -4.7 | 4.1 | 3.5 | 6.7 | -1.7 | 6.5 | 1.0
COc1ccc2[nH]cc(CCN3C(=O)c4ccc(C(=O)O)cc4C3=O)c2c1 | 0.2 | 0.5 | -8.2 | 1.9 | 4.1 | x | -3.1 | 0.0 | 0.8
N#CC1=C(N)Oc2n[nH]c(-c3cccnc3)c2C1c1cc(F)ccc1F (stereo not given) | -2.4 | x | -10.4 | 2.6 | -0.2 | -9.6 | -11.4 | 9.2 | -1.5
CCn1c(SCC(=O)N/N=C/c2ccc(O)c(OC)c2)nc2ccccc21 | 3.1 | x | 0.7 | -4.2 | 2.1 | -3.1 | -0.5 | 5.0 | -1.9
COc1ccc(C(=O)Nc2ccc(S(=O)(=O)N3CCCCC3)cc2)cc1 | -0.6 | x | 6.6 | 8.1 | -2.0 | -7.5 | -7.7 | -7.1 | 1.0
O=C(COc1cc(F)ccc1[N+](=O)[O-])N1N=C(c2cccs2)CC1c1ccco1 (stereo not given) | -1.7 | x | -9.6 | 1.1 | 1.6 | -11.0 | -5.5 | 5.6 | -2.4
CCN(CC)S(=O)(=O)c1cc(NC(=O)COC(=O)CCC(=O)c2ccc(F)cc2)ccc1C | -3.2 | 0.8 | 6.5 | -15.2 | -4.1 | -11.8 | -3.6 | -0.7 | 11.9
Cc1c(Cl)cccc1NC(=S)NCCN1CCOCC1 | 0.8 | x | -0.2 | -5.5 | -0.5 | -0.3 | -2.5 | 3.6 | 4.7
CC(C)N(C(=O)COC(=O)CCC(=O)c1cccs1)c1ccccc1 | -0.6 | -0.6 | 2.8 | 2.3 | x | -5.1 | -0.6 | -0.6 | 2.6
COc1ccc(CNC(=O)COC(=O)CNC(=O)c2sc3ccccc3c2Cl)cc1OC | 1.0 | -0.7 | 5.2 | 4.5 | -10.4 | -3.3 | -2.9 | 2.2 | -1.4
COc1ccc([N+](=O)[O-])cc1NC(=O)CCN1CCN(C)CC1 | -1.3 | x | -19.6 | -0.9 | -5.1 | -3.0 | -3.6 | -1.0 | 2.6
COc1cc(C)ccc1OCCOc1c(Cl)cc(Cl)cc1Cl | -1.6 | 0.1 | -6.7 | -8.6 | -12.8 | -0.6 | -0.7 | 4.5 | 1.8

One compound at a time, from the list above. Order of screens: UGM FP inh, BioA inh, PrPC TRFRET, MazF activator, BoNT-F LC inh, Rv3671c protease, FadD28 FP inh, GDH-TPI counter, FBA Mtb inh
Results for C=CCn1c(=O)c(C(=O)NCCc2ccccc2)c(O)c2ccccc21 → 1.4, -1.2, -0.2, -10.1, 23.4, -20.8, -1.7, 7.5, 3.5
Results for COc1cc(C=Cc2nnc3c4ccccc4cnn23)cc(OC)c1OC → x, 0.3, -1.1, 10.4, -2.0, x, -0.7, 54.7*, -0.5

Remaining list, next part
SMILES | UGM FP inh | BioA inh | PrPC TRFRET | MazF activator | BoNT-F LC inh | Rv3671c protease | FadD28 FP inh | GDH-TPI counter | FBA Mtb inh
CC(C)CNC(=O)c1ccccc1-c1ccccc1C(=O)O | -2.2 | -1.3 | 5.1 | 2.8 | 4.3 | 6.5 | -0.8 | 5.8 | 3.5
CCOc1cc(C(=S)N2CCCC2)ccc1OC(=O)Cc1ccc(F)cc1 | 2.0 | -2.2 | 7.3 | -2.2 | -1.3 | 6.3 | 0.6 | 3.1 | -1.5
COc1ccccc1NC(=S)N1CCC(NC(=O)NC23CC4CC(CC(C4)C2)C3)CC1 | 0.8 | -0.1 | 0.3 | 10.3 | 7.8 | -9.0 | 1.6 | -4.9 | 3.7
O=C(COC(=O)C1CC2C=CC1C2)NCc1ccco1 (stereo not given) | 2.1 | -0.5 | 3.4 | 2.7 | -7.4 | -4.5 | -0.4 | 9.6 | 3.3
CCn1cc(C(=O)OCC(=O)c2ccccc2)c(=O)c2ccc(C)nc21 | x | x | 4.3 | 6.7 | -1.3 | x | -1.8 | 6.8 | -2.2
Cc1nc2sccn2c1P(c1c(C)nc2sccn12)c1c(C)nc2sccn12 | x | 0.9 | 0.9 | 3.3 | -2.4 | 1.8 | -1.4 | -1.1 | 0.7
COc1ccccc1CCNC(=O)c1cccc(S(=O)(=O)N2CCc3ccccc3C2)c1 | 0.8 | -0.5 | -0.8 | 1.0 | -9.5 | -29.3 | -0.4 | 2.5 | 1.2
CCOc1ccccc1N1CCN(C(=O)c2c(C)noc2C)CC1 | 2.6 | x | -8.0 | 9.8 | 12.1 | 3.5 | 0.1 | 19.1 | 7.5
COC(=O)c1cccc(NC(=S)Nc2cccc(Cl)c2Cl)c1 | -0.5 | x | 5.2 | -0.6 | -16.9 | 11.7 | -0.8 | 0.0 | -2.3
Clc1ccccc1OCc1nc(-c2ccccn2)no1 | -0.2 | -0.8 | 10.9 | 9.4 | -6.2 | -0.3 | -1.2 | -4.6 | -1.7
CCCCNC(=O)CSc1nc2ccc(NC(=O)CSc3nnc(N)s3)cc2s1 | -3.5 | -0.7 | 13.7 | -5.3 | 3.7 | -18.4 | -2.5 | 5.7 | 0.3
CN(C)S(=O)(=O)c1ccc(N2CCCC2)c(C(=O)NNC(=O)COc2ccccc2Cl)c1 | 3.5 | 0.1 | 4.8 | 9.6 | 4.4 | 3.6 | -2.9 | 6.7 | -1.8
CCOc1ccc(CC(=O)C2C(=O)CCCC2=O)cc1OCC | -0.7 | 0.9 | x | 10.6 | -11.7 | 4.2 | -0.6 | 1.7 | 1.2
NC(Cc1ccccc1)c1nc2ccccc2[nH]1 (stereo not given) | -1.4 | 2.4 | 6.5 | 7.7 | u | -2.7 | -3.8 | -5.7 | 1.6
CCCCN(C(=O)c1ccc(-c2ccc(Cl)cc2)o1)c1c(N)n(CCCC)c(=O)[nH]c1=O | -0.3 | 0.3 | -2.3 | -24.1 | 5.5 | -9.1 | x | 7.6 | 2.7
O=C(COc1ccccc1[N+](=O)[O-])N/N=C/c1ccccn1 | 1.7 | x | -6.5 | -8.3 | -1.9 | -6.9 | -3.9 | 12.5 | -3.9
Cc1cc(C)cc(NC(=O)CCNS(=O)(=O)c2cc(Br)cnc2N)c1 | 0.7 | -2.5 | -3.5 | -0.6 | -6.4 | -5.8 | -0.2 | 7.8 | 0.9
NC(=O)c1nsc(C(=O)N(CC(=O)NC2CCCCC2)c2cccc(F)c2)c1N | 1.1 | x | -9.2 | 9.3 | 27.0 | 5.7 | -3.9 | 7.4 | -2.2
Oc1cc(CNCc2ccccc2)c(O)cc1CNCc1ccccc1 | x | -0.9 | -8.9 | -31.1 | -20.8 | x | -0.7 | 10.8 | -2.2
CN(C)c1nc(OCc2ccccc2)c2ncc(=O)[nH]c2n1 | -0.1 | x | -8.5 | -12.2 | -2.4 | -5.7 | 0.2 | 16.9 | 31.3*
COc1ccccc1/C=C/C(=O)OCC(=O)c1cc(C)n(C)c1C | -1.3 | 0.1 | -9.6 | 4.3 | -7.5 | -4.4 | -3.0 | 3.9 | 5.0
Oc1ccc(/C=N/n2cnn(Cc3ccccc3Cl)c2=S)c(O)c1 | -1.0 | x | 2.4 | 0.7 | -0.3 | -2.1 | 1.6 | 17.9 | -2.3
COc1ccc(C2C3C(=O)N(Cc4ccccc4)C(=O)C3ON2c2ccccc2)c(OC)c1OC (stereo not given) | 0.2 | -1.2 | 10.1 | -10.1 | -5.1 | -8.8 | 0.1 | 7.6 | 1.2
Cc1cc(C)cc(N(CC(=O)N/N=C/c2ccncc2)S(=O)(=O)c2ccccc2)c1 | 0.4 | 10.0 | -2.7 | -5.0 | 0.9 | -6.0 | -1.9 | 1.6 | -2.5
Oc1cc(-n2cccn2)c(O)cc1-n1cccn1 | -1.4 | -1.8 | -4.4 | -12.0 | -10.7 | 4.2 | -1.9 | 3.7 | 1.3
Cc1cc(NC(=O)COc2ccccc2)n(-c2ccccc2)n1 | 0.3 | -0.1 | -4.0 | -2.2 | 4.6 | 7.6 | -1.1 | 7.4 | 1.1
COc1ccc(NC(=O)CCCN2C(=O)C3CC=CCC3C2=O)cc1 (stereo not given) | -0.2 | -0.2 | 3.5 | -2.0 | 3.1 | -5.0 | -2.5 | -3.7 | -0.5
Clc1ccc(COc2ccccn2)cc1Cl | x | 1.0 | 6.5 | 3.7 | 2.2 | -4.7 | -2.9 | -0.4 | -2.7
